Screening data from PubChem.
BoNT-F LC inh: BoNT/F light chain protease inhibitors, primary screen, biochemical, flow cytometry, MLPCN library; Multiplex microsphere protease cleavage assay; inhibition, % at 10 µM; 0.22% of 360,000 active; AID 588497, 2011; in the data active means inhibition above about 35%, passing the limit was not always enough; inconclusive means no clear call, values can overlap the other calls; further: plate controls were buffer without enzyme for full effect and enzyme alone for no effect
Rv3671c protease: Rv3671c serine protease inhibitors, primary screen, biochemical, fluorescence polarization, M. tuberculosis H37Rv; AID 2606, 2010; inhibition, % at 5.96 µM; 0.048% of 320,000 active; in the data active means inhibition above about 38%;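 further: extracellular domain of Rv3671c used as enzyme; 0% = enzyme with DMSO and 100% = no enzyme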
MazF activator: activators of E. coli MazEF toxin-antitoxin RNase, primary screen, biochemical, fluorescence, uHTS. Endoribonuclease toxin MazF (Escherichia coli (strain K12)), P0AE70. FAM/BHQ RNA-DNA oligo cleavage fluorescence, 5 h. activation, % at 20 µM. 0.32% of 350,000 active. AID 504720, 2011; in the data active means activation above about 50%
Target sequence (P0AE70 whole entry, looked up): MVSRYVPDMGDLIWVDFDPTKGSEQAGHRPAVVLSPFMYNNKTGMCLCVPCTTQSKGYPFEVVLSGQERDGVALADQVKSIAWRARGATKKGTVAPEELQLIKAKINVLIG
Mtb FBA inh: Mtb FBA enzyme inhibitors, primary screen, biochemical, fluorescence, strain H37Rv | purified M. tuberculosis FBA, fluorescence read-out | inhibition, % at 1 µM | AID 588726, 2011 | 2.3% of 360,000 active | Fructose-bisphosphate aldolase (Mycobacterium tuberculosis (strain ATCC 25618 / H37Rv)), …; in the data active means inhibition above about 27%;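 further: 0% = vehicle and 100% = reference inhibitor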
Target sequence (P9WQA3 whole entry, looked up): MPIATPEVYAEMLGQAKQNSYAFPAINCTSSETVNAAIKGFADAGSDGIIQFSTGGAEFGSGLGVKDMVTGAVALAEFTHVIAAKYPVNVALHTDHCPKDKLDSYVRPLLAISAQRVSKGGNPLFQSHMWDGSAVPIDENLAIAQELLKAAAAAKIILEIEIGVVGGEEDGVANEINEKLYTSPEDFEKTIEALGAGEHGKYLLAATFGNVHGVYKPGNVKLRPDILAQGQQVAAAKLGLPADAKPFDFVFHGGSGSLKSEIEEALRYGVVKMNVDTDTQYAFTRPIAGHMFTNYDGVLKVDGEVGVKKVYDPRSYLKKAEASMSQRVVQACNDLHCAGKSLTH
FadD28 binding: inhibitors of FadD28 bisubstrate probe binding, primary screen, biochemical, fluorescence polarization, single point; 0.22% of 360,000 active; inhibition, % at 12.5 µM; in the data active means inhibition above about 8.5%, passing the limit was not always enough; inconclusive means no clear call, values can overlap the other calls
PrPC TRFRET: inhibitors of human cell surface prion protein PrPC, primary screen, cell-based, TR-FRET. TR-FRET read-out. Major prion protein (Homo sapiens), P04156. AID 720596, 2013. 0.43% of 370,000 active. inhibition, % at 13.8 µM; in the data active means inhibition above about 24%; further: 0% = median of the test wells and 100% = reference compound wells
GDH-TPI counter: GDH-TPI coupling enzyme inhibitors, primary screen, artefact control for M. tuberculosis FBA inhibitor project, biochemical, absorbance, full deck; GDH-TPI coupled enzyme counterscreen, NADH absorbance; inhibition, % at 4.8 µM; 1.2% of 360,000 active; AID 588335, 2011; in the data active means inhibition above about 30%;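 further: 0% = DMSO wells and 100% = wells lacking the enzyme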
UGM FP inh: M. tuberculosis UGM enzyme inhibitors, primary screen, biochemical, fluorescence polarization, single point; UDP-galactopyranose mutase (Mycobacterium tuberculosis (strain ATCC 25618 / H37Rv)), …; AID 504406, 2011; purified UGM, fluorescence polarization probe displacement; inhibition, % at 10 µM; 0.06% of 320,000 active; in the data active means inhibition above about 10%, passing the limit was not always enough; inconclusive means no clear call, values can overlap the other calls
Target sequence (P9WIQ1 whole entry, looked up): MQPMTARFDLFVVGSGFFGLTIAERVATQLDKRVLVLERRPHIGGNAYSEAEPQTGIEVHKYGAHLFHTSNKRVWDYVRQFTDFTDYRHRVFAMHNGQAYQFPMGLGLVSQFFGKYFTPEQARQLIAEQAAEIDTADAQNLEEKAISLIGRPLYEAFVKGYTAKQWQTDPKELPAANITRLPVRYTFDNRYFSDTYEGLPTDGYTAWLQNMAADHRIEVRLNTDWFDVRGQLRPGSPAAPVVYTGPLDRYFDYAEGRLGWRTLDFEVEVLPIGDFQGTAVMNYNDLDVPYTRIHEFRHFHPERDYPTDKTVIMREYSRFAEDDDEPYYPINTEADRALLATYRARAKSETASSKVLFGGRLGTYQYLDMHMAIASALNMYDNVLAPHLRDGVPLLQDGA
BioA inh: M. tuberculosis BioA enzyme inhibitors, primary screen, biochemical, plate reader, single point, HTS. 7,8-diaminopelargonic acid synthase BioA (Mycobacterium tuberculosis). purified M. tuberculosis BioA enzyme. inhibition, % at 9.99 µM. 0.096% of 360,000 active; in the data active means inhibition above about 40%; inconclusive means no clear call, values can overlap the other calls
Active calls of the source: *; ? = inconclusive; . = not tested or not shown.

SMILES	BoNT-F LC inh	Rv3671c protease	MazF activator	Mtb FBA inh	FadD28 binding	PrPC TRFRET	GDH-TPI counter	UGM FP inh	BioA inh
Cc1cc(C=C2C(=O)N(C)C(=S)N(C)C2=O)c(C)n1-c1cccnc1	-1	-20	8	7	1.1	0	9	0.4	-0.3
Cc1ccc(NC(=O)c2cc(=O)[nH]c3ccccc23)cc1	-12	-8	-6	3	-0.9	6	14	-0.4	-0.9
CC1=N/C(=C\c2ccc(OC(C)C)cc2)C(=O)N1c1ccc(C(=O)O)cc1	0	-13	-5	1	1.2	-1	33*	-1.6	.
COc1ccc(C(=O)NC(=S)NC(C)C)cc1Br	0	0	8	-2	-1.9	11	1	0.7	-0.4
CC(CN1CCCCC1)OC(=O)c1ccc2c(c1)OCCO2 (stereo unspecified)	2	2	-6	4	-1.5	-3	1	1.7	-3.6
CCc1nn(-c2cc(Cl)ccc2OC)c2c1C(=O)CCC2	1	2	26	3	-1.4	7	6	3.4	-0.1
CC/C(C)=N\N=C\c1c(O)n(CC)c2cc(C3=NNC(=O)CC3)ccc12	0	0	12	1	-1.1	.	9	-2.3	0.8
COc1ccc2c(CC(=O)N3CCc4cc(OC)c(OC)cc4C3)coc2c1	0	2	8	-5	.	1	-10	-4.7	3.8
Cn1cnnc1SC(C(=O)Nc1cc(Cl)cc(Cl)c1)c1ccccc1 (stereo unspecified)	28	-5	6	-3	-3.9	4	-11	4.6	.
O=C(Cn1cc(C(=O)C2CC2)c2ccccc21)NCc1ccccc1	2	8	0	1	-3.4	5	-3	2.7	1.2
CCOc1ccc(Nc2c3ccccc3nc3ccccc23)cc1	-6	2	15	25	-2.1	2	4	1.6	0.8
COc1ccc(C(=O)NC(CC(C)C)C(=O)O)cc1OC (stereo unspecified)	-4	-1	14	2	-4.0	1	-2	0.9	-3.9
COc1ccc(C(=O)C(C)OC(=O)c2cccc(S(=O)(=O)Nc3cc(Cl)c(OC)cc3OC)c2)cc1 (stereo unspecified)	-17	-26	-3	-1	-0.9	.	19	0.4	.
O=C(COC(=O)CSc1ccc2ccccc2c1)NCc1ccc2c(c1)OCO2	-6	-1	-3	2	-3.6	4	2	-1.1	.
Cc1ccc(SCC(=O)N=C2NC(=O)CS2)cc1	-2	-3	22	-1	0.3	7	2	-2.3	1.9
CC(C)CNC(=O)C1(C)CCCN1C(=O)Cc1cccc2ccccc12 (stereo unspecified)	4	.	.	2	-0.9	-2	-4	.	-0.3
COc1ccc(S(=O)(=O)N2CCC(C(=O)N[C@@H](C)C(=O)NC3CC3)CC2)cc1	-3	-4	7	-1	0.4	-5	12	1.2	-2.5
CC1CN(C(=O)CSc2nnc3c(Cl)cc(Cl)cn23)CC(C)O1 (stereo unspecified)	2	2	-7	13	3.0	-6	-12	-1.7	1.4
CNc1nc(Nc2ccc(C(C)=O)cc2)nc(OC(C(F)(F)F)C(F)(F)F)n1	2	-57	0	-1	-3.5	4	3	-1.1	1.3
COCCOC(=O)c1c(C)oc2ccc(OC(=O)c3c(OC)cccc3OC)cc12	-7	-5	5	11	-2.7	4	-10	3.8	-0.4
Cc1[nH]c(=O)c(C#N)c(C)c1CCC(=O)N(C)CC(=O)Nc1ccc(Cl)c(Cl)c1	1	-1	1	5	2.6	9	-2	-0.6	-0.7
C/C(=N/Nc1ccc(C(=O)c2c(C)cc3ccccn23)cc1[N+](=O)[O-])c1ccc(O)cc1	2	.	3	6	-1.5	2	13	.	.
O=C(NCc1ccco1)C1CC2CCC1C2 (stereo unspecified)	-5	3	-13	4	1.4	-3	20	1.6	-1.6
c1cc(-c2noc(CCC3CCCC3)n2)ccn1	-39	10	6	2	1.0	-5	1	1.6	-0.8
O=C(CCSCCc1ccccn1)Nc1cc(F)ccc1F	-6	8	-1	-4	-3.2	6	12	1.5	1.5
CCOC(=O)N1CCN(S(=O)(=O)c2ccc(C)c(C)c2)CC1	3	-6	-8	-3	-2.6	2	8	-2.8	0.7
CC12CCC(C(=O)N3CCCCC3)([C@H](Br)C1=O)C2(C)C (stereo partly specified)	?	8	1	3	0.2	0	-6	-1.2	-0.5
COCc1ccc(C(=O)Nc2ccc(C(=O)O)cc2)o1	-3	-4	-5	-3	-4.7	-9	-2	3.5	.
COc1nc(-c2ccc(C)cc2)ccc1-c1noc(-c2ccco2)n1	-3	-13	-19	-2	0.8	0	19	0.8	-6.3
CC1CCN(C(=O)c2[nH]cnc2C(=O)Nc2ccccc2)CC1	-2	2	7	3	-2.2	0	9	-1.5	-0.9
CCn1c(O)c(C=NCCN2CCOCC2)c(=O)[nH]c1=S	3	-7	2	1	-1.2	-5	10	2.6	.
O=C1CN(S(=O)(=O)c2cccc(C(=O)O)c2)c2ccccc2N1	13	-5	-39	4	0.9	-11	4	0.4	.
O=C(Nc1cccc2ncccc12)C(c1ccccc1)c1ccccc1	0	1	7	0	-3.4	7	-4	-0.3	.
c1ccc(Nc2ccccc2)cc1	8	2	6	2	-0.6	2	-4	2.9	-0.8
CC1(C)c2ssc(=S)c2-c2ccccc2N1C(=O)CSC1=NCCS1	4	4	8	-3	-1.2	-9	2	-2.5	-0.2
CN1CCN(C(=O)COc2ccc(S(=O)(=O)NCc3ccccc3)cc2Cl)CC1	-3	5	5	-2	-3.2	-5	8	3.9	-5.8
Cc1ccc(-c2c[n+](Cc3cccc(Cl)c3)c3n2CCC3)cc1	-14	-7	15	4	-0.1	11	3	-4.2	.
CC(Cc1ccco1)NC(=O)c1cccc(S(=O)(=O)N(C)C)c1 (stereo unspecified)	-4	0	-20	0	-3.8	-4	-14	-3.5	-0.8
C[C@H]1C=CC(=O)O[C@H]1c1ccccc1	2	-2	2	1	-1.4	2	0	1.0	-0.5
O=C(CN(C(=O)CNS(=O)(=O)c1ccc(F)cc1)C1CCCC1)NCc1ccco1	-18	1	3	-9	-1.3	-3	-4	-2.5	0.0
Cc1ccc(C(=O)OCC(=O)N2CCOCC2)cc1	2	2	12	-2	-4.0	-6	-9	1.6	0.2
Cc1ccc(OCC(=O)N(C)CC(=O)Nc2cccc(F)c2)cc1	4	-3	3	-5	-6.3	2	0	-0.5	0.5
CCn1cc(C(=O)OCC(=O)Nc2cc(S(=O)(=O)N(C)C)ccc2C)c(=O)c2ccc(C)nc21	5	3	3	-1	-2.5	5	16	-1.3	1.0
COc1ccc(CCNC(=O)/C(=C/c2cccnc2)NC(=O)c2ccccc2)cc1	-4	-3	-2	4	-1.2	0	6	-1.3	0.7
Cc1ccc(NC(=O)COC(=O)/C=C/c2cccc(Cl)c2)cc1S(=O)(=O)N1CCOCC1	2	-75	-3	-2	-0.6	4	9	1.5	.
CCOc1ccc(-c2cnc3n2CCC3)cc1	-2	3	9	0	-1.4	-7	-3	-2.1	.
O=C(Nc1ccccc1)c1c2c(nc3ccccc13)CCCC2	12	-3	8	-4	-4.7	-5	-20	-0.9	-0.3
CCCNC(=O)C1CCC(CNS(=O)(=O)c2ccc3c(c2)N(C(C)=O)CCO3)CC1 (stereo unspecified)	-4	2	1	-5	-2.8	1	4	-1.3	-1.8
Nc1ncncc1-c1ccc(Cl)cc1	-8	5	-1	2	0.6	-3	-6	1.2	0.2
COC(=O)[C@]1(C)CCC[C@@]2(C)C3CC[C@@]4(C)C[C@]3(CCC21)CC(=O)N4C (stereo partly specified)	5	7	7	3	-1.8	6	9	4.7	0.5
COc1ccc(C(C)(C)C)cc1NC(=O)CN1C(=O)C(=O)N(Cc2ccco2)C1=O	3	-5	0	1	-0.2	-9	4	0.1	-1.6
O=C(c1cnn2c1NC(c1ccco1)CC2C(F)(F)F)N1CCN(c2cccc(Cl)c2)CC1 (stereo unspecified)	-9	0	-12	-2	-2.3	2	-1	-2.4	1.4
N/C(Cn1cncn1)=N\NC(=O)C(=O)Nc1cccc(C(F)(F)F)c1	4	-10	6	1	-3.0	8	4	2.0	-0.2
COCCNC(=S)N(CCc1c(C)[nH]c2ccc(F)cc12)Cc1ccc(C)cc1	-9	.	-3	-2	-1.1	-4	-4	-1.2	-2.1
Cc1ccc(S(=O)(=O)N(C)Cc2ccc(-c3nnco3)cc2)cc1	8	7	-3	-3	0.8	4	0	0.7	1.1
COc1ccc(CC(NC(C)=O)C(=O)NC2CCN(C(=O)c3cnccn3)CC2)cc1 (stereo unspecified)	6	-4	6	6	-2.3	0	-2	0.7	0.6
O=C(CCNC(=O)c1ccc([N+](=O)[O-])cc1)NCCC1=CCCCC1	4	-4	2	0	-3.5	-46	-3	-0.2	-0.4
COc1ccccc1C(=O)N1CC(=O)Nc2ccc(F)cc2C1c1ccccc1 (stereo unspecified)	-21	3	-7	6	-2.5	9	9	-0.3	-1.1
O=C(COc1ccccc1)N1CCN(CC2CC3C=CC2C3)CC1 (stereo unspecified)	9	-5	-4	-1	-3.1	-1	4	0.6	1.2
CC1(C)CC(NC(=O)c2ccc(Cl)cc2)CC(C)(C)N1	?	-4	2	0	-0.4	-4	2	1.6	-1.2
CN(C)c1ccc(C(c2nnnn2C(C)(C)C)N2CCN(C(=O)c3ccco3)CC2)cc1 (stereo unspecified)	5	4	9	2	-1.5	-10	1	1.6	1.7

Entries listed so far with a furan ring, fused or not:
SMILES	BoNT-F LC inh	Rv3671c protease	MazF activator	Mtb FBA inh	FadD28 binding	PrPC TRFRET	GDH-TPI counter	UGM FP inh	BioA inh
COc1ccc2c(CC(=O)N3CCc4cc(OC)c(OC)cc4C3)coc2c1	0	2	8	-5	.	1	-10	-4.7	3.8
COCCOC(=O)c1c(C)oc2ccc(OC(=O)c3c(OC)cccc3OC)cc12	-7	-5	5	11	-2.7	4	-10	3.8	-0.4
O=C(NCc1ccco1)C1CC2CCC1C2 (stereo unspecified)	-5	3	-13	4	1.4	-3	20	1.6	-1.6
COCc1ccc(C(=O)Nc2ccc(C(=O)O)cc2)o1	-3	-4	-5	-3	-4.7	-9	-2	3.5	.
COc1nc(-c2ccc(C)cc2)ccc1-c1noc(-c2ccco2)n1	-3	-13	-19	-2	0.8	0	19	0.8	-6.3
CC(Cc1ccco1)NC(=O)c1cccc(S(=O)(=O)N(C)C)c1 (stereo unspecified)	-4	0	-20	0	-3.8	-4	-14	-3.5	-0.8
O=C(CN(C(=O)CNS(=O)(=O)c1ccc(F)cc1)C1CCCC1)NCc1ccco1	-18	1	3	-9	-1.3	-3	-4	-2.5	0.0
COc1ccc(C(C)(C)C)cc1NC(=O)CN1C(=O)C(=O)N(Cc2ccco2)C1=O	3	-5	0	1	-0.2	-9	4	0.1	-1.6
O=C(c1cnn2c1NC(c1ccco1)CC2C(F)(F)F)N1CCN(c2cccc(Cl)c2)CC1 (stereo unspecified)	-9	0	-12	-2	-2.3	2	-1	-2.4	1.4
CN(C)c1ccc(C(c2nnnn2C(C)(C)C)N2CCN(C(=O)c3ccco3)CC2)cc1 (stereo unspecified)	5	4	9	2	-1.5	-10	1	1.6	1.7

As entered above.
N/C(Cn1cncn1)=N\NC(=O)C(=O)Nc1cccc(C(F)(F)F)c1 | Rv3671c protease: -10
CCOc1ccc(-c2cnc3n2CCC3)cc1 | Rv3671c protease: 3
